Screening data from PubChem.
MT1-MMP act inh – blockers of MT1-MMP proenzyme processing, primary screen, HT1080 RFP-PRO-GFP cells, GFP/RFP fluorescence | AID 651647, 2012 | GFP/RFP ratio change, % at 20 µM | Matrix metalloproteinase-14 (Homo sapiens), P50281 | hit rate 0.061% among 360,000 | GFP/RFP ratio fluorescence, overnight; percent of plate control window, DMSO zero;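 active = GFP/RFP ratio change of at least 30% with cell ATP level not reduced by more than half and red fluorescence within 50% of control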; note: strong numbers were not always called active
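Assay system: HT1080 RFP-PRO-GFP cells. Benchmarks: DMSO vehicle wells and RFP-L50D-GFP reporter cell wells. Times: overnight cell settling, then overnight compound exposure, 37 °C, 5% CO2. Compound: 20 µM single dose, 1% DMSO. Read-out basis: GFP/RFP fluorescence ratio.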
E coli Lon inh – inhibitors of E. coli Lon protease, primary screen, biochemical, fluorescence polarization. P0A9M0. purified E. coli Lon protease. inhibition, % at 7.94 µM. hit rate 0.42% among 360,000. AID 602123, 2011; in the data active = inhibition above about 13%, passing the limit was not always enough;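 note: 0% = enzyme with probe and DMSO and 100% = no enzyme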
Neddylation inh – inhibitors of cullin neddylation, primary screen, biochemical, TR-FRET, uHTS, NAE and Ubc12 | NEDD8-conjugating enzyme Ubc12 (Homo sapiens) + NEDD8-activating enzyme E1 regulatory … | calls only at 25 µM | hit rate 0.58% among 360,000; in the data active = inhibition above about 36%
NRP1-CendR mod – modulators of CendR peptide binding to NRP-1, primary screen, biochemical, fluorescence polarization, uHTS; FAM-RPARPAR peptide binding to NRP-1; inhibition, % at 25 µM; hit rate 0.85% among 360,000; AID 602438, 2012;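 active = inhibition or corrected inhibition above about 18%, plus a signal ratio from 0.5 to 1.5, limit read from the data, passing the limit was not always enough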; note: strong numbers were not always called active
FAS-TE inh – FAS thioesterase domain inhibitors, primary screen, biochemical, fluorescence intensity, uHTS; Fatty acid synthase (Homo sapiens), P49327; recombinant FAS-TE, OMFH fluorogenic substrate, fluorescence endpoint; inhibition, % at 15 µM; hit rate 0.67% among 360,000;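 active = compounds whose normalised, plate-corrected inhibition of enzyme fluorescence in the single-dose primary screen is 50% or more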;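 note: 0% = DMSO with enzyme and 100% = substrate without enzyme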
PABP1 MLLE inh – inhibitors of PABP1 MLLE–PAM2 peptide binding, primary screen, biochemical, fluorescence polarization, FITC-PAM2, GST-MLLE | Polyadenylate-binding protein 1 (Homo sapiens), P11940 | inhibition, % at 20 µM | hit rate 0.36% among 360,000; in the data active = inhibition above about 35%, passing the limit was not always enough;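 note: plate controls were DMSO wells with GST-MLLE for no effect and wells lacking GST-MLLE protein for full effect; some results filed as inactive read as strong as hits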
Target sequence (P11940 whole entry, looked up): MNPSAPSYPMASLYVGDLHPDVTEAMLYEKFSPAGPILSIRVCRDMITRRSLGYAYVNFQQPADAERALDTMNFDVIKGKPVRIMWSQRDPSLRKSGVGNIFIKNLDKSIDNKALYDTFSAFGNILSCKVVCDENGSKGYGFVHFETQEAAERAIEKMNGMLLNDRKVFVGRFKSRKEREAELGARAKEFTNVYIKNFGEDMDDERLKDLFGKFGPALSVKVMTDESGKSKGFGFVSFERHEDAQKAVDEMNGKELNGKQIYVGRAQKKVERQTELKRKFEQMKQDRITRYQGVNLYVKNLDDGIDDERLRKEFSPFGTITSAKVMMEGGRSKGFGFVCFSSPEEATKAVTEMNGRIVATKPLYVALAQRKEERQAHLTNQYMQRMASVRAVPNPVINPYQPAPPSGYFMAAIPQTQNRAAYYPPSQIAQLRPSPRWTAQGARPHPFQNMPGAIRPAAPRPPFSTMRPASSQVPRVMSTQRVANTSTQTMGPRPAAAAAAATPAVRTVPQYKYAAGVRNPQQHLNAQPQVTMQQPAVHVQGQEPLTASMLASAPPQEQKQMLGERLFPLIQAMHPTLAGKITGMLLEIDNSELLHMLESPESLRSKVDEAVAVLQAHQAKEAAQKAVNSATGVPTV
SKN-1 inh – suppressors of acrylamide-induced Pgst-4::GFP reporter in worms, primary screen, SKN-1 inhibitor project, whole organism, uHTS, GFP/RFP fluorescence ratio, strain VP596; C. elegans VP596 Pgst-4::GFP/RFP ratio, 24 h; inhibition, % at 21.8 µM; hit rate 0.49% among 360,000;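 active = interference check ratio from 0.5 to 1.5 plus GFP to RFP signal ratio inhibition reaching or exceeding a fixed threshold, cut at about 30% in these data, passing the limit was not always enough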; note: some compounds called inactive have numbers as strong as hits
bovine MsrA act – bovine MsrA enzyme activators, primary screen, biochemical, absorbance, HTS; activation, % at 10.6 µM; hit rate 0.3% among 360,000; purified bovine MsrA, absorbance read-out; Methionine sulfoxide reductase A (Bos taurus); in the data active = activation above about 7.5%;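 note: 0% = vehicle and 100% = reference activator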
Rin1 Abl inh – inhibitors of Rin1-Abl protein binding, primary screen, biochemical, TR-FRET. inhibition, % at 7.35 µM. AID 588664, 2011. Tyrosine-protein kinase ABL1 (Homo sapiens) + Ras and Rab interactor 1 (Homo sapiens), …. hit rate 0.4% among 360,000; in the data active = inhibition above about 5%, passing the limit was not always enough
* = called active by the depositor; i = inactive; x = not tested or not shown.

Each structure is followed by: MT1-MMP act inh, E coli Lon inh, Neddylation inh, NRP1-CendR mod, FAS-TE inh, PABP1 MLLE inh, SKN-1 inh, bovine MsrA act, Rin1 Abl inh
- CC(C)c1nc(CNC(=O)CCc2nnc(-c3ccsc3)o2)cs1
    4.5, -0.1, i, 7.2, -5.3, -4.5, -1.1, -3.7, 1.7
- COc1cc(SC)ccc1C(=O)Nc1nc(C)cs1
    4.5, -8.2, i, -1.7, 4.5, -10.0, 31.0, -2.8, 1.3
- CC(C)CCNC(=O)CNC(=S)N(CCCN1CCOCC1)Cc1cccs1
    2.4, 0.6, i, -0.6, -9.6, -121.4, 0.8, -7.5, -0.8
- COc1ccc(C(=O)NCCc2nnc3ccc(SCC(=O)Nc4ccccc4F)nn23)cc1
    -3.4, -7.7, i, 7.9, 8.9, -0.1, 16.1, -6.2, 1.5
- CC(=O)Nc1ccc(C(=O)N2CCCCC2c2cc(C(=O)N3CCOCC3)no2)cc1 (centres undefined)
    1.5, -0.1, i, 3.3, -7.4, 2.2, -2.6, -2.2, -1.9
- CCCCn1c(SCC(=O)c2ccc(O)cc2O)nc2cc(S(N)(=O)=O)ccc21
    0.2, -1.4, i, -6.7, 6.1, -103.5, 3.1, 0.5, 1.7
- Cc1nn(S(=O)(=O)c2ccc(F)cc2)c(C)c1S(=O)(=O)N1CCCCC1
    -1.4, 12.9, i, 5.8, -7.7, -4.7, 9.7, 3.4, 2.1
- Cc1ccccc1Cn1cc(NC(=O)c2nc3ncccn3n2)cn1
    4.0, -10.9, i, 4.7, -4.1, 10.7, -2.8, -6.3, 0.1
- CCC(C)NC(=O)COC(=O)Cc1sc(N)nc1-c1ccc(C)cc1 (centres undefined)
    1.1, -8.9, i, -21.1, -5.1, -3.3, 9.2, -3.6, 0.0
- O=C(Nc1ccc(S(=O)(=O)NCc2ccco2)cc1)C1CCCCC1
    -1.0, 5.9, i, 10.6, -0.5, 13.4, 5.4, -2.4, 6.4
- C/C(=N\NC(=O)CCC(=O)O)c1c(-c2ccccc2)c2cc(Br)ccc2[nH]c1=O
    -2.4, 5.9, i, 3.6, -7.0, 0.1, -6.2, -1.9, -3.7
- CCN1C(=O)[C@H]2[C@@H](c3ccc(SC4CCCCC4)cc3)N[C@@](CC(C)C)(C(=O)OC)[C@H]2C1=O
    -7.7, -6.4, i, -10.6, 27.0, 20.1, -3.0, -3.9, 0.3
- COc1ccc(CNC(=O)C2CCN(S(=O)(=O)c3ccc(N4CCCC4=O)cc3)CC2)cc1
    -2.7, 2.6, i, -3.0, -4.5, -0.5, 11.1, -1.5, 1.2
- CCOC(=O)[C@@H]1[C@H]2COc3ccc(Br)cc3[C@@H]2N2C(=O)N(c3cccc(F)c3)C(=O)[C@@]12C
    1.0, -7.4, i, 9.6, 28.5, -2.7, 2.9, 0.2, 5.5
- CCn1nc(NS(=O)(=O)c2ccccc2[N+](=O)[O-])c2cc3cccc(C)c3nc21
    1.6, -1.7, i, -4.0, -2.7, 16.6, 0.6, 1.9, -2.7
- COc1ccc(/C=C/C(=O)Nc2cc(F)ccc2C)cc1S(=O)(=O)N1CCOCC1
    6.3, 2.2, i, -2.2, 9.3, 1.6, -1.2, -1.0, 0.8
- O=C(O)CCCNS(=O)(=O)c1ccc(Br)s1
    3.0, -6.9, i, -15.8, -9.4, 2.2, 1.9, -2.3, 2.6
- Cc1ccc2nc(-c3cccc(S(=O)(=O)N(C)C)c3)cn2c1
    0.9, 6.0, i, 20.3, 0.2, -3.0, 1.4, 0.2, 0.3
- Fc1ccc(N2CCN(c3ccc4c(C(F)(F)F)cc(C(F)(F)F)nc4n3)CC2)cc1
    5.4, 0.9, i, -2.7, 26.7, 2.0, 22.8, -3.8, -3.3
- CCN1C[C@@H]2[C@@H]3C(=O)N(Cc4ccccc4)C(=O)[C@@H]3[C@](C)(C1=O)N2C(=O)c1ccc(C)cc1
    -3.3, -1.4, i, -4.9, -5.8, -4.5, -2.3, -3.8, 3.6

Additional records.
Each structure is followed by: MT1-MMP act inh, E coli Lon inh, Neddylation inh, NRP1-CendR mod, FAS-TE inh, PABP1 MLLE inh, SKN-1 inh, bovine MsrA act, Rin1 Abl inh
- O=C(NC(=S)Nc1ccc2c(c1)OCO2)c1ccc(Cl)cc1
    7.0, -6.7, i, 4.6, 1.4, 24.6, 1.4, -4.9, 0.1
- O=C(NCc1nc(-c2ccccc2)no1)c1cccs1
    3.0, -8.5, i, -8.6, -1.2, 2.3, 13.1, -1.2, -0.9
- CC1=CC(c2ccccc2)NC(=S)N1 (centres undefined)
    -0.1, -5.2, i, 10.1, -6.0, -2.0, -2.5, 0.8, -2.4
- C/C(=N\N1CCN(C2c3ccccc3-c3ccccc32)CC1)c1cccnc1
    0.1, -5.2, i, -2.3, 7.7, 3.9, 1.2, -3.7, -2.0
- C/C(=N\NC(=O)c1c(Cl)c(C)nn1C)c1cccc(NC(=O)COc2ccc(Cl)cc2)c1
    9.4, -5.7, i, 5.3, 15.6, -6.6, -3.8, -0.4, 0.8
- COc1ccc(NC(=O)CCS(=O)(=O)c2ccc3nc(C)sc3c2)cc1OC
    -1.2, -5.5, i, -2.9, -5.7, -3.5, 1.8, -0.8, 0.3
- O=C(NNC(=O)c1cccnc1)Nc1cccc2ccccc12
    -2.8, -2.7, i, -6.2, -3.7, 9.8, -1.1, -2.8, -1.3
- C/C(=N\NC(=O)c1ccc(N2CCCC2=O)cc1)c1ccncc1
    2.1, -0.9, i, -14.5, -5.0, 6.1, -5.1, -4.6, -2.3
- O=C(COc1ccc(Cl)cc1)Nc1ccc(C(=O)O)cc1NC(=O)COc1ccc(Cl)cc1
    3.0, -15.7, i, -2.9, 51.0*, -17.9, 2.3, -3.0, 0.3
- CC1CC(C)(C)NC(=S)N1CC(=O)NCc1ccccc1Cl (centres undefined)
    3.4, -7.0, i, 3.1, -4.1, -68.5, -0.6, -5.1, -3.4
- Cc1ccc(C)c(N2N=C(C(=O)Nc3nccs3)CCC2=O)c1
    0.2, 0.0, i, 8.2, -4.8, 3.4, -12.2, -3.4, -3.4
- COc1cc(Cl)c(CNC[C@H]2O[C@@H](n3cnc4c(N)ncnc43)[C@H](O)[C@@H]2O)c(Cl)c1O
    0.3, -2.8, i, 7.8, -9.1, 1.2, 7.6, -4.8, -5.6
- CC(=O)Nc1ccc(S(=O)(=O)N(C)CC(=O)OCC(=O)N(C)C2CCS(=O)(=O)C2)cc1 (centres undefined)
    2.8, 2.8, i, 9.1, -4.7, -5.1, 7.1, -11.1, 3.9
- CC(C)(CN1CCc2ccccc2C1)NS(=O)(=O)c1ccccc1
    1.2, 2.0, i, 2.8, 4.4, 5.9, 4.0, -10.9, -0.4
- O=C(NC(=S)Nc1cccnc1)c1cccc(Br)c1
    -0.8, 1.3, i, 4.3, 1.3, 38.9, 3.4, -1.4, 0.8
- Cc1ccc(C(C)(C)C)cc1S(=O)(=O)N1CC(=O)Nc2ccccc21
    -5.8, 7.4, i, 4.3, 16.7, -9.0, -1.7, -8.4, 0.9
- O=C(CCC(=O)Nc1ccccc1Cl)NNC(=O)c1ccccc1[N+](=O)[O-]
    0.6, 2.3, i, -0.8, -3.7, -4.4, -1.3, 1.1, 0.7
- COc1ccc(NC2CCCN(C(=O)c3cccc(N(C)C)c3)C2)cc1 (centres undefined)
    3.2, 7.4, i, -3.7, -6.1, -1.7, 9.1, -3.8, -3.1
- Cc1cc(C(=O)N/N=C/c2c(CO)cnc(C)c2O)c2ccccc2n1
    1.7, -17.2, i, -4.5, -3.6, -10.4, 12.2, 0.7, -4.1
- Cc1[nH]c2ccccc2c1[C@H]1[C@@H](CC#N)C1(C)C
    -0.8, -6.2, i, 4.5, 8.3, 7.8, 6.2, -1.7, 1.1

(more compounds)
Each structure is followed by: MT1-MMP act inh, E coli Lon inh, Neddylation inh, NRP1-CendR mod, FAS-TE inh, PABP1 MLLE inh, SKN-1 inh, bovine MsrA act, Rin1 Abl inh
- O=C(CN1C(=O)c2ccccc2C1=O)N1CCN(c2nnc(-c3ccccc3)c3ccccc23)CC1
    -0.9, -1.9, i, 15.8, 2.9, -2.8, 0.2, -2.0, -0.1
- CCCCc1nc(NCCO)c(C#N)c2c1CCCC2
    -8.2, -2.5, i, -10.0, 0.6, 1.7, 2.8, -3.5, 2.7
- CCN1CCN(c2ccc(S(=O)(=O)N3CCOCC3)cc2NC(=O)c2ccccc2SC)CC1
    0.7, -6.1, i, 3.1, -5.3, -20.1, 4.4, -2.1, -2.0
- CCS(=O)(=O)Nc1ccc(C2=NN(S(C)(=O)=O)C(c3cccs3)C2)cc1 (centres undefined)
    -2.3, 2.1, x, -0.4, -5.0, 2.0, -1.8, -3.2, -8.2
- OC(c1ccc(F)c(F)c1)c1nc(-c2cncnc2)cs1 (centres undefined)
    -2.0, -3.2, i, 6.5, 1.5, 7.3, 10.8, -2.8, -3.6
- C=CCN(c1ccc(C(=O)NC(C)C)cc1)S(C)(=O)=O
    -1.7, 6.0, i, -2.7, -11.6, 2.0, 47.3*, -4.6, -5.2
- CN1CCN(C(=O)Nc2cccc3ccccc23)CC1
    -4.2, -3.5, i, 5.7, -5.5, 1.5, -3.3, 3.4, 1.2
- CC(=O)N1CCN(S(=O)(=O)c2ccc(C)cc2)C1C(C)C (centres undefined)
    -0.4, -4.3, i, -8.4, -5.8, -6.9, 2.5, 0.0, 0.3
- CN(C)c1ccc(C(=O)NCc2ccc3c(c2)OCO3)cc1
    -5.2, -9.9, i, 7.7, -1.8, 1.3, 4.3, -2.0, 1.0
- O=C(c1cc(C2CC2)nn1-c1ccccc1)N1CCN(S(=O)(=O)c2ccccc2F)CC1
    -0.9, -2.0, i, 5.6, -1.5, -6.0, 14.3, -6.5, -2.7
- CCOCCCNC(=O)C1CCN(S(=O)(=O)c2c(C)noc2/C=C\c2ccc(OC)cc2)CC1
    2.9, -1.2, x, 3.1, -13.4, -4.1, 5.1, -3.3, -1.7
- CC1(C(=O)NCCC#N)CCN1C(=O)C1(c2ccccc2)CC1 (centres undefined)
    x, -0.1, i, -13.2, -8.6, -2.1, 6.0, -8.4, -0.1
- Cc1cccc(C)c1NC(=O)CN(Cc1ccccc1)Cc1ccccc1
    -15.9, -8.8, i, 8.6, 16.8, 17.9, 8.5, -3.0, 2.2
- Cc1nc2ccccc2nc1N/N=C/c1ccc(O)cc1
    8.5, -1.8, i, 1.8, -3.7, 1.3, -30.8, -8.3, 0.5
- CCn1c(=O)c2c(nc3n2CCCN3c2cccc(C)c2)n(C)c1=O
    0.0, -8.9, i, -9.9, -4.1, -4.3, 1.8, -1.8, -4.5
- O=C(NCc1cccs1)c1cc2c(s1)-c1ccccc1OC2
    3.6, -4.0, x, 1.6, 16.9, 8.4, 3.6, -5.4, 1.7
- CCOC(=O)c1c(NC(=S)NC(=O)/C=C/c2cccs2)sc(C)c1C
    -2.9, -1.6, i, 2.6, 11.1, 12.5, -13.1, -2.5, 2.6
- CCOc1ccccc1NC(=O)c1ccc2c(=O)n3c(nc2c1)CCCCC3
    7.5, -1.1, i, 0.3, 7.7, 0.2, 9.2, -1.3, -3.7
